# Bioassay records from PubChem.
# POLH inh: DNA polymerase eta (human) inhibition; 390,000 tested, 1.2% active; recombinant Pol eta, fluorescent DNA replication assay; Potency, µM (doses to about 114 µM), without a hit: at the top dose activity change, negative = inhibition, usual class: inhibitors; Q9Y253; further: potency means the concentration at half of the fitted maximal effect; on the % scale 0 is the no-effect control and ±100 the full control effect
#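 Pol eta at 10 nM preincubated with compounds 15 min at room temperature; reaction started with fluorescent substrate (50 nM final) and read kinetically at 0 and 10 min.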
# Pol iota inh: inhibitors of human DNA polymerase iota; 390,000 tested, 1% active; Potency, µM (series often up to 115 µM), for the others: at the highest dose activity, negative = inhibition, usual class: inhibitors; AID 588590; Pol iota fluorescent replication assay, 10 min; further: potency means the concentration at half of the fitted maximal effect
# Target sequence (Q9UNA4 whole entry, looked up): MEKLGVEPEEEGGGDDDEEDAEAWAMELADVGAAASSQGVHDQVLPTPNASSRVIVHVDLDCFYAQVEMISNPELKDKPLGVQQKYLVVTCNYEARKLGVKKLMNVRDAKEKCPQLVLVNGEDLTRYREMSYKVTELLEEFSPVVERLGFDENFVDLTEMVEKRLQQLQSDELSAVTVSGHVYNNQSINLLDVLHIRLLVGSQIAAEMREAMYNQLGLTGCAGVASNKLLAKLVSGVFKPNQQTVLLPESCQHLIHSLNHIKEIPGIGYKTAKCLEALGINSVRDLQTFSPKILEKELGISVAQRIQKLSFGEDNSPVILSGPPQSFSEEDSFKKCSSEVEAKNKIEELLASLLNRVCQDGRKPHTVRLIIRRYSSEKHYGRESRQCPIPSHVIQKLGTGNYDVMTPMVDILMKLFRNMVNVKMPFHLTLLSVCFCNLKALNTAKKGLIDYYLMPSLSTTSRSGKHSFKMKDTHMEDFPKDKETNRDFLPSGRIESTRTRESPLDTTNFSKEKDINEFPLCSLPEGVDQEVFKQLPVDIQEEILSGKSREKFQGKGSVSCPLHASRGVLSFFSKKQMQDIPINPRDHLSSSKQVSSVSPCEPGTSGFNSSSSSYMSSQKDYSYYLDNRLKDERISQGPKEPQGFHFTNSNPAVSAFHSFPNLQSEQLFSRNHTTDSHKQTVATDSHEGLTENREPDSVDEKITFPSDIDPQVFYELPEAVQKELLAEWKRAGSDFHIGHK
#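 Fluorescent replication assay read twice, at 0 min and 10 min after adding 50 nM (final) substrate. Enzyme (10 nM) and compounds were first incubated 15 min at room temperature; enzyme-free buffer wells were negative controls.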
# APEX1 inh: blocks human APE1 abasic DNA cleavage; recombinant APE1, TAMRA/BHQ-2 abasic DNA cleavage fluorescence; 350,000 tested, 0.35% active; P27695; Potency, µM (highest dose often 65.8 µM), for the others: top-dose activity change, negative = inhibition, hits mostly inhibitors;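 further: potency means the concentration at half of the fitted maximal effect; plate controls were vehicle for no effect and reference inhibitor for full effect; nearly all actives have a fitted effect of over 55% in size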
# Target sequence (P27695 whole entry, looked up): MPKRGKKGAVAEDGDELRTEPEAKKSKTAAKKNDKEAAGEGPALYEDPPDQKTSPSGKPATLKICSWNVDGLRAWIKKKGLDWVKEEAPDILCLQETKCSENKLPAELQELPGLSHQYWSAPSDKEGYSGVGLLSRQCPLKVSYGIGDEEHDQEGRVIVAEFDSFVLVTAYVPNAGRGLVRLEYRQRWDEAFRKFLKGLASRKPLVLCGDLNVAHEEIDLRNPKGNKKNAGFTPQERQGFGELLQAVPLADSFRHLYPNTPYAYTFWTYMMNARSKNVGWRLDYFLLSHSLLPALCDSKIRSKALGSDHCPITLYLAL
#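 APE1 at 0.75 nM final was preincubated with compound 15 min at room temperature, then 50 nM double-stranded THF abasic-site substrate (5'-TAMRA/3'-BHQ-2) was added. Fluorescence (ex 525/em 598 nm) was read kinetically; third-minus-first read gave activity.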
# BLM inh: blocks DNA unwinding by human BLM helicase | recombinant BLM DNA unwinding, fluorescence dequenching | 350,000 tested, 0.2% active | AID 2528 | Potency, µM (highest dose often 56.1 µM), for the others: top-dose activity change, negative = inhibition, most hits filed as inhibitors | P54132;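 further: potency means the concentration at half of the fitted maximal effect; plate controls were vehicle for no effect and no enzyme for full effect; nearly all actives have a fitted effect of over 35% in size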
# Anesthetic bind: binds horse apoferritin like a general anesthetic. apoferritin/1-aminoanthracene competitive binding, fluorescence. Potency, µM (titrated, usually from 77.5 µM), inactives show at the top dose activity change, negative = displacement, most hits filed as inhibitors. P02791. AID 485281. 350,000 tested, 0.074% active; further: potency means the concentration at half of the fitted maximal effect; on the % scale 0 is the no-effect control and ±100 the full control effect; nearly all actives have a fitted effect of over 20% in size
#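 Steps: apoferritin (10 uM) was premixed with half-saturated 1-AMA in PBS, compounds were pin-transferred, plates stood 10 min at room temperature, fluorescence was read at 380/535 nm, and curves were fitted with a Hill equation.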
# LDHA block: inhibitors of human lactate dehydrogenase A. P00338. purified LDHA, NADH/diaphorase-resazurin fluorescence; active compounds read low. activity change, % (values are at about 110 or 230 µM). 480,000 tested, 0.15% active; in the data active means activity change below about -30%; inconclusive means mostly about -25% to -30%;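 further: plate controls were DMSO wells for no effect and wells without enzyme for full effect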
#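 LDH5 2 nM; NADH 0.06 mM, pyruvate 0.2 mM; 200 mM Tris pH 7.4, EDTA, Tween-20; 5 min RT. Detection: diaphorase 0.133 mg/mL + resazurin 37 µM, fluorescence ex540/em590 at 0 and 20 min; normalized to enzyme-free and DMSO wells.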
# Pol beta inh: inhibitors of human DNA polymerase beta. P06746. Potency, µM (titrated, usually from 114 µM), for the others: at the highest dose activity change, negative = inhibition, hits mostly inhibitors. 340,000 tested, 1.3% active. AID 485314. Pol beta primer extension/strand displacement, fluorescence kinetic; further: potency means the concentration at half of the fitted maximal effect; on the % scale 0 is the no-effect control and ±100 the full control effect
#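 Enzyme-only controls used 10 nM Pol beta; buffer lacking enzyme served as negative control. Compound preincubated 15 min, then 50 nM substrate added; 0 and 10 min reads at room temperature.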
# POLK inh: DNA polymerase kappa (human) inhibition; Q9UBT6; purified Pol kappa, fluorescent DNA synthesis assay, 10 min; Potency, µM (series often up to 107 µM), for inactives: at the top dose activity, negative = inhibition, hits mostly inhibitors; 400,000 tested, 0.53% active; AID 588579; further: potency means the concentration at half of the fitted maximal effect; on the % scale 0 is the no-effect control and ±100 the full control effect
#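 10 nM Pol kappa was preincubated with compounds for 15 min at room temperature. Reaction started with 50 nM (final) substrate. Fluorescence read kinetically at 0 and 10 min.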
# Glioma ERSR ind: induces the endoplasmic reticulum stress response in human glioma cells | AID 602332 | 420,000 tested, 0.02% active | Potency, µM, without a hit: at the top dose activation, most hits filed as activators | U87-MG GRP78 promoter luciferase reporter, 16 h; further: potency means the concentration at half of the fitted maximal effect; series mostly up to about 76 µM; % of control where 0% means no effect; nearly all actives have a fitted effect of over 35% in size
#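 ERSR induction read as luciferase luminescence (Bright-Glo, 10 min at room temperature) in stably transfected human U87-MG glioma cells exposed to compounds for 16 h, using GRP78 as sensor.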
# * hit, by the source's call; ? = inconclusive; nt = no result given; & = joins results of further samples; [ ] = another dose, or the depositor's remark. Unless noted, the call rests on the fitted dose curve; in most records, active means well fitted curve in the direction sought with a large enough effect; inconclusive means small, poorly fitted or top-dose-only effect, or another doubt; inactive means no such curve, though single readings can be large; an effect the other way counts as inactive or inconclusive. These rows are one share of the data; the hit share may differ from the screen's.
SMILES,POLH inh,Pol iota inh,APEX1 inh,BLM inh,Anesthetic bind,LDHA block,Pol beta inh,POLK inh,Glioma ERSR ind
O=C(O)c1cccnc1SCc1cccc(Cl)c1,-17%&-22%,110%&10%[activator],-4%,-2%&2%,-21%&-7%,-8&-9,46%&13%,-8%,2%&1%
Cc1ccc(S(=O)(=O)N2CCCC2C(=O)n2nc(C)cc2C)cc1 (configuration not stated),0%,18%,5%,-4%,1%,-4,2%,-14%,-8%
COc1ccc(C(C)NC(=O)C23CC4CC(CC(C4)C2)C3)cc1OC (configuration not stated),-15%,-6%,29%,-7%,-14%,-10,-3%,-7%,-3%
CN(Cc1nc(-c2ccc(C(F)(F)F)cc2)no1)C1CCOCC1,-21%,19%,4%,0%,-8%,0,1%,6%,-5%
Cc1[nH]c2ccccc2c1SCC(=O)N1CCCCC1,-4%,17%,1%,-3%,?,-2,-10%,3%,-1%
Cc1cc(C)n(/N=C/c2c[nH]c3ccccc23)c(=O)c1C#N,-5%,19%,11%,2%,-8%,-3,6%,-6%,-1%
COc1ccc(CCNC(=O)c2ccc(CS(=O)(=O)c3ccc(Cl)cc3)o2)cc1OC,-16%,-4%,0%,2%,-9%,-2,0%,-13%,-5%
COc1ccc(NC(=S)N2CCN(C/C=C/c3ccccc3)CC2)cc1,-5%,5%,-7%,-3%,-12%,-3,-9%[57.1 µM],-13%,8%
Cc1ccc2c(c1)C1CN(C)CCC1N2CC(=O)N(C)c1ccccc1 (configuration not stated),-8%,7%,2%,2%,-7%,-4,10%,-10%,-5%
COc1ccc2[nH]c(C)c(C(=O)CN3CCN(C/C=C/c4ccccc4)CC3)c2c1,-6%,14%,-6%,-4%,?,4,-14%,-4%,-3%
COc1ccc(Cl)cc1NC(=S)N1CCCC1,-3%,46%[activator],-10%,-4%,-3%,-5,3%,-1%,-4%
CC(=O)c1ccc(N2CCN(C(=O)c3cc(S(=O)(=O)N4CCCCCC4)cn3C)CC2)cc1,-20%,16%,nt,-2%,-2%,-2,1%,-17%[60.1 µM],1%
O=C(NCc1ccccn1)Nc1ccccc1C(F)(F)F,8%,1%,-3%,-1%,-6%,-3,2%,-8%,-2%
COc1ccc(OC)c(NS(=O)(=O)c2ccc(-c3coc(C)n3)cc2)c1,4%,28%,34%,3%,-6%,5&1,-2%,5%,-4%
CCn1nc(C)cc1C(=O)N1CCCC(C(=O)c2ccccc2SC)C1 (configuration not stated),-5%,18%,32%,-1%,-11%,-1,3%,1%,-1%
O=C(C1=C[C@@H]2[C@H]3C(=O)N(c4ccccc4)C(=O)[C@H]3[C@@H](C(=O)c3ccc(Cl)cc3)N2C=C1)c1ccccc1,nt,nt,11%,-7%,-6%,nt,-10%,nt,nt
O=C(COC(=O)c1cccs1)c1ccccc1,-5%,?,2%,-1%,?,2,-20%,0%,-3%
COc1ccccc1CNC(=O)c1cc(S(=O)(=O)N2CCCC(C)C2)cn1C (configuration not stated),?,473%[activator],nt,-1%,5%,1,-23%,-2%[60.1 µM],-2%
Cc1ccccc1C(=O)NCCCn1ccnc1,0%,28%,10%,-3%,-9%,-9,83%,-15%,4%
CCN1CCN(CCNC(=O)Nc2ccc([N+](=O)[O-])cc2)CC1,-21%,42%[activator],6%,0%,-7%,-10,21%,0%,-4%
O=C(CC1SC(N2CCCCC2)=NC1=O)Nc1cccc(C(F)(F)F)c1 (configuration not stated),-3%,-12%,13%,-4%,-11%,-6,11%,-13%,-7%
N#Cc1ccc(OCC(O)CN2CCC(C(O)(c3ccccc3)c3ccccc3)CC2)cc1 (configuration not stated),1%,22%,20%,-1%,-10%,-1,2%,0%,-8%
COc1ccc(C(C)=O)cc1CC(=O)NCCCn1ccnc1,-22%,44%[activator],8%,2%,7%,-10,29%,5%,-4%
CSCC[C@H](NC(=O)[C@H](Cc1ccccc1)n1c(=O)[nH]c2ccccc2c1=O)C(=O)N1CCC[C@H]1C(=O)O,-1%,-1%,38%,-1%,-5%,2,11%,14%,-4%
COc1ccc(CC(=O)NCC(=O)N/N=C/c2c[nH]c3ccccc23)cc1,?,23%,5%,-3%,?,-1,0%,-8%,-3%
CC(=C\c1ccco1)/C=C(\C#N)C(=O)NCCc1c[nH]c2ccccc12,?,?,4%,-7%,-6%,7,?,-27%,-1%
CCOc1ncccc1C(=O)OCC(=O)NCc1cccs1,-5%,18%,12%,nt,nt,-2,nt,4%,-6%
COc1ccc(-c2cc(=O)n3[nH]cnc3n2)cc1,-17%,-3%,nt,5%,-1%,0,12%,0%[60.1 µM],-1%
O=C(COc1ccccc1)c1cn(CC(=O)N2CCCC2)c2ccccc12,-11%,6%,-5%,-1%,-9%,-2,21%,0%,0%
CC[C@@H]1[C@H]2CCCC(=O)N3CC[C@@H](C[C@H]1O)[C@@H]23,-9%,8%&1%,nt,nt,nt,-7,nt,-18%&-22%,0%&-4%
NNc1nc(-c2ccccc2)nc2sc3c(c12)CCCC3,-16%,-9%,2%,-6%,-11%,-4,-2%,-4%,-1%
COc1ccc(CCn2c(O)c(C3=c4ccccc4=NC3=O)sc2=S)cc1OC,8%,-7%,-12%,3%,0%,3,7%,5%,0%
Cc1cccc(OC(=O)c2snnc2C)c1,-18%,26%,nt,0%,-9%,-1,?,-5%,-3%
CCOc1ccccc1N(CC(=O)NC1CCCCC1)C(=O)c1nsc(Cl)c1Cl,-4%,13%,-4%,-3%,?,-3,2%,-3%,-3%
COc1ccccc1CNS(=O)(=O)c1cc(C(=O)N(C)Cc2cccnc2)c(Cl)cc1Cl,-12%,10%,nt,nt,nt,-10,nt,-11%,1%
COC(=O)Cn1c(=NC(=O)C(C)C)sc2c(C)cc(C)cc21,-26%,14%,-2%,0%,-9%,-6,18%,2%,-4%
CCOCCCN(C)C1CCN(C(=O)c2oc3ccccc3c2NC(=O)Cc2ccc([N+](=O)[O-])cc2)CC1,0%,17%,-8%,4%,-11%,-7,20%,-7%,-4%
O=C(CCc1ccccn1)N1CCCC(N2CCN(c3cccc(C(F)(F)F)c3)CC2)C1 (configuration not stated),-18%,0%,46%[activator],0%,-17%,0,0%,5%,-4%
Nc1nc(-c2ccccc2)cs1,11%,22%,-1%&9%,-2%,?,-2,1%,-6%,3%
Cc1ccccc1NC(=O)NCC1CCN(Cc2cccc(Cl)c2)CC1,1%,9%,-2%,2%,-6%,-2,5%,0%,-3%
OCC[C@@H]1C[C@@H](O)[C@H](O)[C@]2(OCCCc3ccccc32)O1,-10%,-10%,18%,-1%,-8%,-2,12%,-13%,-2%
O=C(CN1C(=O)NC2(CCCC2)C1=O)NNC(=O)c1ccccc1,-16%,17%,15%,nt,nt,-3,nt,-1%,-3%
O=C(CCNC(=O)c1ccc(Br)cc1)NC1CCCCCC1,-14%,3%,7%,nt,nt,-4,nt,-12%,-2%
NCCC1CN(C(=O)OCc2ccccc2)c2ccccc21 (configuration not stated),-16%,-3%,nt,nt,nt,3,nt,-9%,1%
CCCCn1c(/N=C/c2c[nH]c3ccccc23)nc2ccccc21,-19%,5%,3%,-10%,?,6,34%,-11%,-3%
COc1ccccc1Oc1ccccc1C(=O)O,4%,10%,3%,-6%,-6%,-4,2%,-17%,-3%

# Reprinted from above for reference:
SMILES,POLH inh,Pol iota inh,APEX1 inh,BLM inh,Anesthetic bind,LDHA block,Pol beta inh,POLK inh,Glioma ERSR ind
Cc1cccc(OC(=O)c2snnc2C)c1,-18%,26%,nt,0%,-9%,-1,?,-5%,-3%
CCOc1ccccc1N(CC(=O)NC1CCCCC1)C(=O)c1nsc(Cl)c1Cl,-4%,13%,-4%,-3%,?,-3,2%,-3%,-3%
COc1ccccc1CNS(=O)(=O)c1cc(C(=O)N(C)Cc2cccnc2)c(Cl)cc1Cl,-12%,10%,nt,nt,nt,-10,nt,-11%,1%
COC(=O)Cn1c(=NC(=O)C(C)C)sc2c(C)cc(C)cc21,-26%,14%,-2%,0%,-9%,-6,18%,2%,-4%
CCOCCCN(C)C1CCN(C(=O)c2oc3ccccc3c2NC(=O)Cc2ccc([N+](=O)[O-])cc2)CC1,0%,17%,-8%,4%,-11%,-7,20%,-7%,-4%
O=C(CCc1ccccn1)N1CCCC(N2CCN(c3cccc(C(F)(F)F)c3)CC2)C1 (configuration not stated),-18%,0%,46%[activator],0%,-17%,0,0%,5%,-4%
Nc1nc(-c2ccccc2)cs1,11%,22%,-1%&9%,-2%,?,-2,1%,-6%,3%
Cc1ccccc1NC(=O)NCC1CCN(Cc2cccc(Cl)c2)CC1,1%,9%,-2%,2%,-6%,-2,5%,0%,-3%
OCC[C@@H]1C[C@@H](O)[C@H](O)[C@]2(OCCCc3ccccc32)O1,-10%,-10%,18%,-1%,-8%,-2,12%,-13%,-2%
O=C(CN1C(=O)NC2(CCCC2)C1=O)NNC(=O)c1ccccc1,-16%,17%,15%,nt,nt,-3,nt,-1%,-3%
O=C(CCNC(=O)c1ccc(Br)cc1)NC1CCCCCC1,-14%,3%,7%,nt,nt,-4,nt,-12%,-2%
NCCC1CN(C(=O)OCc2ccccc2)c2ccccc21 (configuration not stated),-16%,-3%,nt,nt,nt,3,nt,-9%,1%
CCCCn1c(/N=C/c2c[nH]c3ccccc23)nc2ccccc21,-19%,5%,3%,-10%,?,6,34%,-11%,-3%
COc1ccccc1Oc1ccccc1C(=O)O,4%,10%,3%,-6%,-6%,-4,2%,-17%,-3%
